High-throughput results deposited in PubChem by National Center for Advancing Translational Sciences (NCATS).
Nrf2 ARE act: activates Nrf2 signaling; AREc32 ARE-luciferase reporter (MCF7-derived line), luminescence, 24 h; Potency, µM (doses to about 46.1 µM), for inactives: top-dose activation, hits mostly activators; 0.31% of 410,000 active; AID 624171; also: potency is read from the fitted curve at half-maximal effect; % of control where 0% means no effect; nearly all actives have a fitted effect of over 65% in size
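Luciferase luminescence (Steady-Glo, 30 min at room temperature) served as the read-out of ARE activation in AREc32 cells treated with compounds for 24 hr at 37 deg C.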
TGFb inhibitor: inhibitors of TGF-b signaling | AID 588855 | 1.2% of 410,000 active | Potency, µM (highest dose often 46.1 µM), for inactives: top-dose activity, negative = inhibition, actives largely listed as inhibitors | HepG2 CAGA-GFP TGF-b/SMAD3 reporter, GFP fluorescence, 18 h; TGF-beta stimulated, 500 pg/mL final; also: potency is read from the fitted curve at half-maximal effect; % is scaled to controls: 0 for no effect and ±100 for the full control effect; nearly all actives have a fitted effect of over 65% in size
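HEPG2 CAGA-GFP cells (1000/well, DMEM with 1% FBS) were pre-incubated 2 h at 37 degrees C, given compound by pin tool, then stimulated with TGF-beta at 500 pg/mL final for 18 h before per-cell GFP fluorescence imaging.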
EPAC2 agonist: activates human EPAC2 exchange factor; Q8WZA2; EPAC2 activation, biochemical qHTS; response scale: 100% = 6.5 mM cAMP response; Potency, µM (top dose mostly 154 µM), for inactives: at the top dose activation, actives largely listed as activators; 0.079% of 360,000 active; AID 720711; also: potency is read from the fitted curve at half-maximal effect; nearly all actives have a fitted effect of over 50% in size
Target sequence (Q8WZA2 whole entry, looked up): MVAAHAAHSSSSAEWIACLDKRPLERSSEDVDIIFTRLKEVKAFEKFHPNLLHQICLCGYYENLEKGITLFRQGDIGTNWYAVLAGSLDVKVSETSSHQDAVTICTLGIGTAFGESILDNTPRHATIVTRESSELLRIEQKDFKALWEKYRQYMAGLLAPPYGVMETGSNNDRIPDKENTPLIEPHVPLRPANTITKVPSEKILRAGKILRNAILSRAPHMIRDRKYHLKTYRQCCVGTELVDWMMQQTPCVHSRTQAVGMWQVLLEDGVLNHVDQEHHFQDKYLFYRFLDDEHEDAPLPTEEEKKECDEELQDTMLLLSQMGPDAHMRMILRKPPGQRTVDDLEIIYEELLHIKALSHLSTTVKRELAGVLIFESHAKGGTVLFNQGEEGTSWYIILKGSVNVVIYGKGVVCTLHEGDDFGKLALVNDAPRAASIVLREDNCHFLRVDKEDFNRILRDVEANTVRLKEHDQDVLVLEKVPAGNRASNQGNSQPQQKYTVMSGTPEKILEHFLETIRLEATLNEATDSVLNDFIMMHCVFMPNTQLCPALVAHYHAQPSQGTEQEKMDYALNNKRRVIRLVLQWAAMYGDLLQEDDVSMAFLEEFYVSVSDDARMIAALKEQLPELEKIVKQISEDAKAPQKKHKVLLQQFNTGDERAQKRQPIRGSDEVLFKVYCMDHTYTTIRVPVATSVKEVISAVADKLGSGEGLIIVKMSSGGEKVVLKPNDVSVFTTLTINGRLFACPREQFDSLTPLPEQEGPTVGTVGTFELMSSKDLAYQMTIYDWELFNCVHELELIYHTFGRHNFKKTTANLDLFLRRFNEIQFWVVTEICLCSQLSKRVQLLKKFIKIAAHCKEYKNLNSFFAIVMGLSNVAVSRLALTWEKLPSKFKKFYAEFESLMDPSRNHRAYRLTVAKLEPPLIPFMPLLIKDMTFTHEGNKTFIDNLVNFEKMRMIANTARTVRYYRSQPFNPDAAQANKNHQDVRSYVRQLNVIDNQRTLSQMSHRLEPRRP
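Readout is BODIPY fluorescence (480 nm excitation, 540 nm emission), which falls as labeled GDP is exchanged off Rap1B. EPAC2 at 100 nM acted on 250 nM RAP1B-BODIPY-GDP with 50 uM GDP present.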
HepG2 tox: kills HepG2 cells in TGF-b inhibitor counter-screen. HepG2 CAGA-GFP viability, ATP luminescence, 18 h. Potency, µM (highest dose often 46.1 µM), inactives show top-dose activity change, negative = cytotoxicity, most hits filed as cytotoxic. 0.76% of 410,000 active. AID 588856; also: potency is read from the fitted curve at half-maximal effect; some results filed as inactive show a strong effect at the top dose
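HepG2 CAGA-GFP cells (1000/well, DMEM with 1% FBS) received compound, then TGF-beta at 500 pg/mL final, and were incubated 18 hours at 37 degrees C. Viability was read by CellTiter-Glo luminescence. Media-only wells were set as complete cell-killing and DMSO as no toxicity.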
IL2 activator: activates IL-2 in a cell-based reporter assay. AID 652025. IL-2 activation reporter assay, cell-based qHTS; stimulated with anti-CD3/CD4/CD28 beads; in transgenic mouse T cells. activation, % (series mostly up to about 46 µM). 0.065% of 360,000 active; in the data active = activation above about 50%; inconclusive = mostly about 30% to 49%; also: 0% is about no effect
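Readout is EGFP and DsRed signal by fluorescent plate cytometry after 18 h at 37 degrees C. Transgenic mouse T cells (750/well) received compound for 60 min before bead stimulation (anti-CD3, anti-CD4, anti-CD28); memory T cells served as non-tolerant control.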
ATXN2 expr inh: ATXN2 expression inhibition. AID 1745845. HEK-293 ATXN2-luciferase reporter, luminescence, 24 h. 0.72% of 360,000 active. Potency, µM (doses to about 57 µM), inactives show at the highest dose activity change, negative = inhibition, most hits filed as inhibitors; also: potency is read from the fitted curve at half-maximal effect; % is scaled to controls: 0 for no effect and ±100 for the full control effect; nearly all actives have a fitted effect of over 55% in size
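ATXN2-luciferase reporter cells (luciferase flanked by upstream and downstream ATXN2 gene portions) were treated 24 h at 37 °C with compounds at up to 57 uM. SteadyGlo luminescence gave expression; GF-AFC fluorescence gave viability.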
ATXN viability: reduces viability in counter-screen for ATXN expression inhibitors | S2 cells (HEK-293 line with an ATXN2-luciferase reporter) viability, CellTiter-Fluor protease fluorescence, 24 h | Potency, µM (doses to about 56.7 µM), actives largely listed as cytotoxic | 0.49% of 400,000 active | AID 651635; also: potency is read from the fitted curve at half-maximal effect; nearly all actives have a fitted effect of over 40% in size
A549 viability: counter-screen for Nrf2 inhibitors: cytotoxicity in A549 cells | Potency, µM (top dose mostly 46 µM), without a hit: top-dose activity change, negative = cytotoxicity, actives largely listed as inhibitors | A549 ARE-Fluc cells, CellTiter-Fluor viability, 18-24 h | 0.16% of 390,000 active; also: potency is read from the fitted curve at half-maximal effect; % is scaled to controls: 0 for no effect and ±100 for the full control effect
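Cytotoxicity counterscreen: CellTiter-Fluor fluorescence was measured in A549 ARE_Fluc cells after 18-24 h of compound exposure in a concentration series. The subsequent BugLite luminescent read reports ARE-luciferase activity.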
Nrf2 inh: inhibitors of Nrf2 signaling | A549 ARE-Fluc reporter, luciferase luminescence, 18-24 h | Potency, µM (series often up to 46 µM), inactives show top-dose activity change, negative = inhibition, actives largely listed as inhibitors | 2.1% of 360,000 active | AID 504444; also: potency is read from the fitted curve at half-maximal effect; % is scaled to controls: 0 for no effect and ±100 for the full control effect; nearly all actives have a fitted effect of over 60% in size
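Nrf2 activity is the BugLite luminescence, read 15 min after reagent at room temperature, following CellTiter-Fluor cytotoxicity readout (30 min, 37C). Compound titrations were applied for 18-24 h to 5000 A549 ARE_Fluc cells/well in 5% FBS OPTI-MEM.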
Starred values were filed as active, the others as inactive; [ ] = remark or other dose. Unless noted, calls follow the shape of the dose curve; as a rule, active = well fitted curve in the direction sought with a large enough effect; inconclusive = small, poorly fitted or top-dose-only effect, or another doubt; inactive = no such curve, though single readings can be large; an effect the other way counts as inactive or inconclusive.

For Cc1cccc(C(=O)NC(C(=O)Nc2cccc(S(=O)(=O)N3CCCC3)c2)C(C)C)c1 (stereo not drawn) the results were Nrf2 ARE act 0.8%, TGFb inhibitor -24.8%, EPAC2 agonist 8.0%, HepG2 tox -14.5%, IL2 activator 0.7, ATXN2 expr inh inconclusive, ATXN viability inactive, A549 viability -14.1% and Nrf2 inh inconclusive.
For COc1cccc(-c2nc(N)nc(SC)c2C#N)c1 the results were Nrf2 ARE act 0.1%, TGFb inhibitor 23.1%, EPAC2 agonist 5.8%, HepG2 tox 9.7%, IL2 activator -1.6, ATXN2 expr inh 0.1%, ATXN viability inconclusive, A549 viability -0.2% and Nrf2 inh 0.9%.
Screening CC1(c2nnnn2Cc2ccccc2)CCC(=O)N1Cc1ccc(F)cc1 (stereo not drawn) returned Nrf2 ARE act -0.5%, EPAC2 agonist 1.0%, IL2 activator 0.2, ATXN2 expr inh 15.0% and ATXN viability inactive.
`CCOC(=O)c1sc(NC(=O)c2cc(S(=O)(=O)N3CCOCC3)ccc2C)nc1C` gave Nrf2 ARE act 2.7%, TGFb inhibitor -4.4%, EPAC2 agonist 14.0%, HepG2 tox -10.6%, IL2 activator 1.2, ATXN2 expr inh -4.6%, ATXN viability inactive, A549 viability 4.7% and Nrf2 inh -19.1%.
`COc1cc(C(=O)COC(=O)c2ccco2)cc(OC)c1OC` gave Nrf2 ARE act 5.6%, TGFb inhibitor inconclusive, EPAC2 agonist -0.1%, HepG2 tox -1.9%, IL2 activator 0.0, ATXN2 expr inh 6.5%, ATXN viability inconclusive, A549 viability 2.3% and Nrf2 inh 11.6%.
O=C(NNC(=O)c1ccccc1Br)c1ccncc1 was read as Nrf2 ARE act -0.2%, TGFb inhibitor 9.4%, EPAC2 agonist 7.9%, HepG2 tox 11.0%, IL2 activator 0.2, ATXN2 expr inh 19.2%, ATXN viability inactive, A549 viability -3.3% and Nrf2 inh 5.9%.
For COc1ccc(/C=C/C(=O)OCC(=O)Nc2ccc3c(c2)OCO3)cc1 the results were Nrf2 ARE act -0.1%, TGFb inhibitor 1.0%, EPAC2 agonist -3.5%, HepG2 tox 3.5%, IL2 activator 0.1, ATXN2 expr inh -1.2%, ATXN viability inactive, A549 viability 2.0% and Nrf2 inh 1.0%.
Screening COc1ccccc1N(CC(=O)NCC1CCCO1)C(=O)Cn1nnc(-c2cccs2)n1 (stereo not drawn) returned Nrf2 ARE act -1.0%, TGFb inhibitor 0.2%, EPAC2 agonist -0.6%, HepG2 tox 18.1%, IL2 activator -0.9, ATXN2 expr inh 0.8%, ATXN viability inactive, A549 viability 0.0% and Nrf2 inh -0.1%.
CCNc1nc(NCC)n2c(SCC(=O)Nc3cccc(Cl)c3)nnc2n1 was read as Nrf2 ARE act -0.1%, TGFb inhibitor 2.6%, EPAC2 agonist -3.8%, HepG2 tox 3.1%, IL2 activator -2.6, ATXN2 expr inh -15.5%, ATXN viability inactive, A549 viability -10.0% and Nrf2 inh inconclusive.
O=C1COc2ccc(S(=O)(=O)N3CCc4ccccc43)cc2N1 was read as Nrf2 ARE act 0.0%, TGFb inhibitor -7.3%, EPAC2 agonist 6.2%, HepG2 tox -18.6%, IL2 activator 1.6, ATXN2 expr inh -5.6%, ATXN viability inactive, A549 viability -1.9% and Nrf2 inh -24.1%.
COc1ccc(CN(C(=O)c2cccc(OC)c2)C2CCS(=O)(=O)C2)cc1 (stereo not drawn) was read as Nrf2 ARE act 0.1%, TGFb inhibitor 4.5%, EPAC2 agonist 4.9%, HepG2 tox -18.8%, IL2 activator 0.2, ATXN2 expr inh 0.4%, ATXN viability inactive, A549 viability -5.0% and Nrf2 inh -5.4%.
CCOc1ccc(C(CC(=O)O)NS(=O)(=O)c2ccc(C)cc2)cc1OC (stereo not drawn) was read as Nrf2 ARE act -0.4%, TGFb inhibitor 0.0%, EPAC2 agonist 1.5%, HepG2 tox -7.6%, IL2 activator -0.4, ATXN2 expr inh 1.9%, ATXN viability inactive, A549 viability -5.1% and Nrf2 inh -6.6%.
Screening Cc1ccc(NC(=O)CSCC(=O)N2CCOCC2)cc1 returned Nrf2 ARE act 0.2%, TGFb inhibitor inconclusive, EPAC2 agonist -1.2%, HepG2 tox -8.3%, IL2 activator -2.7, ATXN2 expr inh 0.2%, ATXN viability inactive, A549 viability -14.1% and Nrf2 inh 15.3%.
CCC(C)Nc1c2c(nc3c(-c4ccccc4)c(C)nn13)CCC2 (stereo not drawn) was read as Nrf2 ARE act 4.3%, TGFb inhibitor inconclusive, EPAC2 agonist 2.3%, HepG2 tox -3.5%, IL2 activator 0.4, ATXN2 expr inh -33.7%, ATXN viability inactive, A549 viability -6.9% and Nrf2 inh inconclusive.
For Cc1cc(=O)nc2c3ccccc3n(CC(=O)NC(C)c3ccc4c(c3)OCCO4)n12 (stereo not drawn) the results were Nrf2 ARE act -0.7%, TGFb inhibitor 3.1%, EPAC2 agonist 0.6%, HepG2 tox 4.0%, IL2 activator -1.8, ATXN2 expr inh -0.6%, ATXN viability inactive, A549 viability -0.5% and Nrf2 inh 11.3%.
Cc1cccc(C2NC(=O)c3c(sc4c3CCN(C)C4)N2)c1O (stereo not drawn) was read as Nrf2 ARE act 6.7%, TGFb inhibitor -4.8%, HepG2 tox -1.0%, ATXN2 expr inh 29.7%, ATXN viability inactive, A549 viability 1.2% and Nrf2 inh 8.2%.
Cc1ccc(-c2cnn(-c3cccc(C(F)(F)F)c3)c2N)cc1 was read as Nrf2 ARE act -0.8%, TGFb inhibitor -11.4%, EPAC2 agonist -4.1%, HepG2 tox -6.1%, IL2 activator 1.7, ATXN2 expr inh 37.3%[activator], ATXN viability inconclusive, A549 viability -9.9% and Nrf2 inh 4.3%.
`C/C(Cc1ccccc1)=N\NC(=O)CNC(=O)c1ccccc1O` gave Nrf2 ARE act 0.4%, TGFb inhibitor -27.9%, EPAC2 agonist 5.9%, HepG2 tox 0.9%, IL2 activator 2.0, ATXN2 expr inh 4.3%, ATXN viability inactive, A549 viability -1.1% and Nrf2 inh -14.8%.
`Cc1cc(C)n2nc(C(=O)OCC(=O)NNC(=O)c3ccc(Cl)cc3)nc2n1` gave Nrf2 ARE act -0.2%, TGFb inhibitor 0.0%, EPAC2 agonist 10.2%, HepG2 tox 3.5%, IL2 activator -3.8, ATXN2 expr inh 5.9%, ATXN viability inactive, A549 viability 1.7% and Nrf2 inh 4.3%.
`Cc1nnc(NC(=O)c2ccc(S(=O)(=O)N3CC(C)CC(C)C3)cc2)o1` (stereo not drawn) gave Nrf2 ARE act -0.6%, TGFb inhibitor -10.2%, EPAC2 agonist 10.9%, HepG2 tox -37.6%, IL2 activator -1.1, ATXN2 expr inh -38.5%, ATXN viability inactive, A549 viability -16.6% and Nrf2 inh inconclusive.
Screening Cc1nnc(-c2ccco2)c2cn(-c3cccc(Br)c3)nc12 returned Nrf2 ARE act 5.0%, TGFb inhibitor -3.5%, EPAC2 agonist 8.9%, HepG2 tox -19.7%, IL2 activator -3.4, ATXN2 expr inh -23.5%, ATXN viability inactive, A549 viability -0.1% and Nrf2 inh inconclusive.
`CCCN(C(=O)c1cc(S(=O)(=O)N2CCCCCC2)ccc1OC)C1CCS(=O)(=O)C1` (stereo not drawn) gave Nrf2 ARE act 0.1%, TGFb inhibitor 0.0%, EPAC2 agonist 0.7%, HepG2 tox -29.8%, IL2 activator -1.2, ATXN2 expr inh 8.2%, ATXN viability inactive, A549 viability -1.2% and Nrf2 inh -12.7%.
For COC(=O)c1ccc(C23CC4(C2)[C@H](CN(Cc2ccc(C(F)(F)F)cc2)[C@@H]4c2ccccc2)C3c2ccc(Cl)nc2)cc1 (stereo partly drawn) the results were Nrf2 ARE act 3.0%, TGFb inhibitor -1.4%, EPAC2 agonist -0.9%, HepG2 tox 3.3%, IL2 activator 0.7, ATXN2 expr inh -0.9%, ATXN viability inactive, A549 viability 4.8% and Nrf2 inh 6.9%.
Screening CC1CCc2sc(C(=O)NC3CCCCC3)cc2C1 (stereo not drawn) returned Nrf2 ARE act 4.0%, TGFb inhibitor 5.2%, EPAC2 agonist 3.4%, HepG2 tox -22.4%, IL2 activator 1.6, ATXN2 expr inh 54.6%[activator], ATXN viability inactive, A549 viability -16.4% and Nrf2 inh inconclusive.
Screening COCCCn1c(SCC(=O)N2CCc3ccccc32)nnc1-c1ccoc1C returned Nrf2 ARE act 2.9%, TGFb inhibitor -6.3%, EPAC2 agonist 2.9%, HepG2 tox -18.5%, IL2 activator 0.4, ATXN2 expr inh 3.9%, ATXN viability inactive, A549 viability -10.8% and Nrf2 inh 5.1%.
Cc1ccc(S(=O)(=O)CCC(=O)NCc2ccccc2Cl)cc1 was read as Nrf2 ARE act 0.0%, TGFb inhibitor 4.7%, EPAC2 agonist 1.0%, HepG2 tox 2.2%, IL2 activator -2.7, ATXN viability inactive, A549 viability 4.0% and Nrf2 inh 4.2%.
Screening CC(C)Oc1ccc(S(=O)(=O)N2CCOCC2)cc1NC(=O)c1nn(C)c(=O)c2ccccc12 returned Nrf2 ARE act 0.3%, TGFb inhibitor -11.8%, EPAC2 agonist 7.3%, HepG2 tox -17.2%, IL2 activator 0.6, ATXN viability inactive, A549 viability -1.6% and Nrf2 inh 0.5%.
